ARFGAP1 inh: rat ARFGAP1 inhibition. Q62848. Arfgap1-stimulated ARF1 GTP hydrolysis, GDP FP detection. inhibition, % at 16.5 µM. 360,000 compounds, 0.26% hits;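 active means inhibition above a per-plate limit, mean inhibition of low control wells plus 3 SD, cut at about 25% in these data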;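 further: 0% = DMSO wells with enzyme and 100% = wells lacking Arfgap1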
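System: truncated rat Arfgap1 GAP domain / Benchmarks: high control wells lacking Arfgap1, low control full reaction with DMSO / Times: compound-enzyme preincubation 20 min, reaction 120 min, detection 60 min, 25 °C / Repeats: one replicate per compound / Also added: human ARF1(Δ1-17)-GTP substrate / Measured by: Tracer-displacement fluorescence polarization with EDTA stop, 620/688 nm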
ADAM10 inh: ADAM10 inhibition, QFRET primary screen. O14672. recombinant ADAM10, EDANS/DABCYL FRET peptide cleavage, 3 h. inhibition, % at 7 µM. 370,000 compounds, 0.62% hits. AID 720582;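 active means inhibition above a per-campaign cutoff equal to the mean of compounds falling between control-based bounds plus 3 SD, cut at about 20% in these data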;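 further: 0% = DMSO wells while the 100% control is not disclosed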
Target sequence (O14672 214-748 limits assumed): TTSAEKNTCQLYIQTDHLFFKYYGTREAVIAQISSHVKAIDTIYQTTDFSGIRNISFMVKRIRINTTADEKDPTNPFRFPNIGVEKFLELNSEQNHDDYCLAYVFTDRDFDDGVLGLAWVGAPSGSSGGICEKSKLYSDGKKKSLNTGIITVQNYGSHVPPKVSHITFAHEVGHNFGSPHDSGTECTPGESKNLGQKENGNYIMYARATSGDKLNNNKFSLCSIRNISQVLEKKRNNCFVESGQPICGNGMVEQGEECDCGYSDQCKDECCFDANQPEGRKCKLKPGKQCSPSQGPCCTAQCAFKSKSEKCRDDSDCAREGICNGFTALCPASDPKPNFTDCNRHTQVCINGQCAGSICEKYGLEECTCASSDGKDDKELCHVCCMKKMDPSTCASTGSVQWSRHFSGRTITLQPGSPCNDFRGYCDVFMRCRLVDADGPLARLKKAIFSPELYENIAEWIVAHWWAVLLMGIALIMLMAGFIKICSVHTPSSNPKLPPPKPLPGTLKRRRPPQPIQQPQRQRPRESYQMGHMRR
GAA850 FXN act: frataxin GAA850 promoter activation; HEK293 lucGAA850 FXN promoter luciferase reporter, 24 h; percent of 10 µM SAHA response; activation, % at 6 µM; 360,000 compounds, 0.56% hits;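 active means activation above the average of all compounds screened plus 3 SD, cutoff fixed separately per campaign, cut at about 7.5% in these data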;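 further: 0% = DMSO wells and 100% = 10 µM SAHA wells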
GC-B act: GC-B (human) receptor activation | AID 1920062 | activation, % at 10 µM | HEK293-GC-B cells, CNP EC30, cGMP TR-FRET; 0% at EC30 CNP, 100% saturating CNP | P20594 | 370,000 compounds, 0.11% hits;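 active means activation at 10 µM reaching about 35% in either raw or pattern-adjusted values, limit read from the data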
NPR1 activator: GC-A (human) enzyme activation; 370,000 compounds, 0.14% hits; HEK293 GC-A cells, cGMP TR-FRET, EC30 ANP; 0% at EC30 ANP, 100% saturating ANP; activation, % at 10 µM; P16066; in the data active means activation above about 40%
HGIII-sPLA2 inh: Blocks human group III sPLA2 activity | QFRET BODIPY PC-A2 liposome hydrolysis, fluorescence | 370,000 compounds, 0.56% hits | inhibition, % at 12.2 µM;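 active means inhibition above mean plus 3 SD of compounds lying within the high and low control bounds, cut at about 19% in these data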;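 further: 0% = median of test compound wells and 100% = no enzyme DMSO wells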
Target sequence (Q9NZ20 whole entry, looked up): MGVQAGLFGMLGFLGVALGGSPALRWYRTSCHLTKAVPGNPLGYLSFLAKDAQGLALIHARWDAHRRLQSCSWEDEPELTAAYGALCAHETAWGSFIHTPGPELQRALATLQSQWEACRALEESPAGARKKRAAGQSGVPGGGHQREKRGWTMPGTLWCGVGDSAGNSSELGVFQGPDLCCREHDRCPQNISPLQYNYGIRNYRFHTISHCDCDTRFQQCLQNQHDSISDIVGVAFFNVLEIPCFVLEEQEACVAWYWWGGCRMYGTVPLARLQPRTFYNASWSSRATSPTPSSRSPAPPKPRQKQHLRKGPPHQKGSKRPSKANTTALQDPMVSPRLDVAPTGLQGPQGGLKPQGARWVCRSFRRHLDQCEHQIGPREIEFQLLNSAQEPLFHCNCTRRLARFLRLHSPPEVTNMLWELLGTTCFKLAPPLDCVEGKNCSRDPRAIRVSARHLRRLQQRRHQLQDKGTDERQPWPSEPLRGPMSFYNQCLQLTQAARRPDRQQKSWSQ
proKLK7 act: activators of human kallikrein-7 zymogen | P49862 | purified proKLK7, EDANS-DABCYL substrate fluorescence; 100% is mature enzyme control, 0% vehicle | activation, % at 7 µM | 370,000 compounds, 0.9% hits | AID 652039;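 active means activation above the mean of all tested compounds plus 3 SD, computed per campaign excluding outliers beyond control limits, cut at about 13% in these data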
rCAG RNA binder: binds r(CAG) RNA repeats; r(CAG) RNA repeat, TO-PRO-1 dye displacement fluorescence; inhibition, % at 3 µM; 370,000 compounds, 1.3% hits; AID 651821;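 active means inhibition above the plate cutoff, the mean of all test compounds on that plate plus 3 SD, cut at about 35% in these data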;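 further: 0% = DMSO alone and 100% = 100 µM mitoxantrone as full dye displacement; higher means more dye released from RNA so lower well fluorescence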
ASAP1 GAP inh: ASAP1 ArfGAP inhibition; 360,000 compounds, 0.19% hits; inhibition, % at 16.5 µM; ASAP1-stimulated ARF1 GTP hydrolysis, GDP FP detection; Q9ULH1; AID 624377; in the data active means inhibition above about 25%;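 further: 0% = vehicle with enzyme and substrate and 100% = no enzyme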
Tn6 DDE FP: disrupts Tn6 cyclic peptide binding to fibrin D-Dimer-E complex. Fibrin DD(E) TRITC-Tn6 fluorescence polarization displacement. 370,000 compounds, 0.21% hits. P02675. inhibition, % at 8.3 µM;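 active means inhibition above a per-campaign cutoff: mean of compounds within control limits plus 3 SD, cut at about 15% in these data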;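 further: 0% = median of all compound wells on the plate and 100% = blocking peptide control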
* = called active by the depositor.

SMILES | ARFGAP1 inh | ADAM10 inh | GAA850 FXN act | GC-B act | NPR1 activator | HGIII-sPLA2 inh | proKLK7 act | rCAG RNA binder | ASAP1 GAP inh | Tn6 DDE FP
COC(=O)c1ccc(/C=C2\N=C(SC)SC2=O)cc1 | -1 | -9 | 2.2 | -2 | 12 | 7 | -0.1 | -1 | 1 | 7
CCc1ccc(OCC(=O)Nc2ccncc2)cc1 | 3 | 6 | 1.7 | -3 | 4 | 11 | 0.1 | -4 | -11 | -5
Cc1ccc(C(=O)NC2CCS(=O)(=O)C2)cc1S(=O)(=O)N1CCCCCC1 (stereo not drawn) | 3 | 4 | -0.1 | -1 | 1 | 2 | -0.3 | 1 | -2 | -2
COc1cc(C(=O)ON=C2C3CC4CC(C3)CC2C4)cc(OC)c1OC | 3 | -2 | 0.6 | -2 | 11 | 8 | 0.3 | -5 | 16 | 4
COC(=O)c1ccc(CN2CCC(CO)(Cc3cccc(OC)c3)CC2)cc1 | 6 | -10 | 0.0 | 1 | -7 | -7 | -0.5 | -7 | -2 | 1
COc1ccccc1CCNC(=O)Cc1cccs1 | -8 | 3 | 2.2 | -1 | 2 | 3 | 0.8 | 2 | -4 | -1
Cc1ccc(S(=O)(=O)N(CC(=O)N2CCC(C(N)=O)CC2)c2cccc(C(F)(F)F)c2)cc1 | -11 | -3 | 0.3 | -4 | -5 | 1 | 0.0 | 0 | -2 | 5
CN1OC[C@@H]2CN(Cc3ccc(Cl)cc3)[C@H](c3cccc(Br)c3)C[C@@H]21 | -3 | -1 | 1.4 | -6 | -6 | 7 | 0.5 | 3 | 2 | 3
Cc1cccc(N=C(N2CCOCC2)P(=O)(N2CCOCC2)N2CCOCC2)c1 | 6 | 15 | -0.9 | -1 | 1 | 7 | 0.1 | 0 | -8 | 4
CN(C)S(=O)(=O)c1cc(NC(=O)COC(=O)Cc2cccc3ccccc23)ccc1Cl | -1 | 16 | -1.1 | -6 | -4 | -66 | -0.1 | 8 | -14 | -1
CCCCN(C(=O)Cn1nnc2ccccc21)C(C(=O)NCCOC)c1cccs1 (stereo not drawn) | -6 | -5 | 0.9 | 1 | -2 | 1 | -0.1 | -6 | -11 | 6
COCCCNC(=O)CNC(=O)c1nn(-c2ccc(OC)c(Cl)c2)c(=O)c2ccccc12 | -4 | -4 | 0.9 | 4 | 3 | 0 | -0.7 | 0 | 8 | -3
CCCCn1c(N)c(N(CCC(C)C)C(=O)c2ccccc2C)c(=O)[nH]c1=O | -2 | 2 | -0.1 | 1 | 3 | 10 | 0.2 | -3 | -26 | -6
CSc1nc2ccccc2cc1/C=C(\C#N)c1cccc(Cl)c1 | 8 | -1 | -4.0 | 0 | 0 | 5 | 0.4 | 4 | 15 | -10
C[C@H](CO)N1C[C@H](C)[C@@H](CN(C)C(=O)OCc2ccccc2)OCc2cn(nn2)CCCC1=O | 3 | -2 | -2.5 | 1 | 2 | 1 | 0.5 | 0 | -14 | -8
FC(F)(F)c1cccc(NC(=S)NCC(c2cccnc2)N2CCOCC2)c1 (stereo not drawn) | 5 | -6 | 1.7 | -2 | 0 | 5 | 0.0 | -1 | 4 | -4
COc1ccc(NC(=S)NC(=O)c2cccnc2)cc1 | -1 | 6 | 1.0 | -2 | 3 | 17 | -0.4 | -3 | 4 | 1
CCOc1cc(/C=N/NC(=O)c2c(C)nc3ccc(Cl)cn23)ccc1O | -1 | -10 | -1.5 | -3 | -4 | -4 | -0.1 | 1 | 1 | 1
COc1ccc(CNC(=O)/C(C#N)=C2\N=C(NC(=O)c3cccs3)c3ccccc32)cc1 | -2 | -40 | 2.5 | -4 | -3 | -1 | 0.8 | 4 | -11 | 10
CNC(=O)c1ccsc1NC(=O)c1ccc(S(=O)(=O)N2CCCc3ccccc32)cc1 | 12 | 5 | 2.4 | 2 | -5 | -23 | -37 | 18 | 5 | -4
CCN1CCN(CC(=O)Nc2cc(S(=O)(=O)N(CC)c3ccccc3)ccc2Cl)CC1 | 5 | -5 | -0.1 | 6 | 1 | -23 | 0.8 | 0 | -10 | 2
CCOC(=O)C1C(=O)OC(C)(C)C1C(C)C(=O)c1ccc(C)cc1C (stereo not drawn) | 7 | 8 | 1.5 | 0 | 2 | -2 | 0.6 | -3 | 0 | 2
Cc1ccc(-n2nc(C)c(=O)c(-c3ccccc3)c2NC(=O)c2cccs2)cc1 | 18 | -4 | -2.3 | 5 | 1 | 1 | -0.2 | 0 | 3 | 7
CC(OC(=O)Cc1c[nH]c2ccccc12)C(=O)Nc1ccccc1F (stereo not drawn) | -6 | -10 | 2.7 | -2 | 1 | -49 | -0.3 | -1 | 5 | 3
Cc1nnc(N)s1 | 6 | 1 | 1.7 | 0 | 4 | 13 | 0.0 | -3 | 1 | 0
Cc1cc(C)c(C#N)c(SCS(=O)c2ccc(C(C)(C)C)cc2)n1 (stereo not drawn) | 9 | 1 | 1.3 | -1 | 4 | -1 | 0.0 | -9 | 5 | 8
Cc1ccc(C(=O)Nc2cccc([N+](=O)[O-])c2)cc1S(=O)(=O)Nc1ccc(NC(=O)c2ccccc2)cc1 | 7 | 37* | -1.6 | -13 | -21 | -61 | -0.1 | 55* | 19 | 9
O=C1CN(C(=S)Nc2ccccc2Cl)CCN1 | -2 | -10 | 1.4 | 2 | 0 | 2 | 0.1 | 2 | -1 | 2
CC(=O)Nc1ccc(SCC(=O)c2cc(C)n(-c3ccccc3)c2C)cc1 | -6 | 2 | -8.3 | 4 | -2 | 0 | 0.2 | -2 | 8 | -1
Cc1ccc(S(=O)(=O)NN2C(=O)/C(=C/c3cccnc3)SC2=S)cc1 | -31 | 1 | -1.0 | -2 | 0 | 0 | -0.3 | 24 | -11 | -3
Cc1cc(C)n(-c2nnc(Cl)c3ccccc23)n1 | 14 | -2 | 0.7 | -9 | -16 | 0 | 0.3 | -5 | -3 | -2
O=C(NCc1cccs1)C1CCN(S(=O)(=O)c2cccc([N+](=O)[O-])c2)CC1 | 2 | 2 | -0.8 | 0 | -1 | -4 | 0.9 | 3 | 2 | 9
COCCNC(=O)CN1c2ccccc2CC1C (stereo not drawn) | -5 | -1 | -0.6 | 4 | 3 | -5 | -0.2 | -6 | -8 | 7
O=C(COC(=O)c1cccc2ccccc12)Nc1cccnc1Cl | -8 | -39 | 0.6 | 7 | 10 | -7 | -0.2 | 2 | -2 | -7
Cc1ccc(NS(=O)(=O)c2cc(OCC(N)=O)c(C)cc2Cl)cc1 | -9 | -1 | 2.2 | -3 | -5 | -6 | -0.5 | -1 | -10 | -1
C/C(=N\NC(=O)CCC(=O)NCc1ccccc1)c1ccc([N+](=O)[O-])cc1 | 6 | -10 | 0.4 | -1 | -3 | 0 | -0.3 | 0 | 13 | 2
Cc1ccc(-c2nc3ncccc3o2)cc1N | 11 | -9 | 5.3 | -1 | 4 | -3 | 0.3 | 0 | 3 | 0
CCC(C)[C@H](NC(=O)NC1CC1)C(=O)O (stereo partly drawn) | -4 | 12 | -0.8 | 0 | 0 | 13 | -0.4 | 5 | 23 | -1
O=C(NCc1ccccn1)Nc1ccc(Cl)cc1 | 0 | 9 | 3.0 | 1 | -1 | 1 | 0.5 | 4 | 3 | 2
Cc1ccc(CN2CCN(CC(=O)O)C2=O)cc1 | 7 | 2 | 1.4 | 1 | 4 | -4 | -0.2 | -2 | 5 | -4
C=C(C)CNC(=S)NNC(=O)CCn1c2ccccc2c2ccccc21 | 3 | 2 | -1.1 | 1 | -7 | 1 | -0.1 | 6 | 8 | 0
O=C(COC(=O)c1cnccn1)NCCc1ccc(Cl)cc1 | -2 | -10 | 1.1 | 9 | 0 | 10 | -0.1 | 3 | -9 | 5
CC(C)(C)NC(=O)C12CC3CC(CC(Cl)(C3)C1)C2 | -7 | 3 | 0.6 | 2 | -1 | 5 | -1.2 | -3 | 6 | -9
O=C(COC(=O)c1c(Cl)ccc(Cl)c1Cl)NC(=O)NCc1ccccc1 | 4 | 9 | 4.2 | 5 | -2 | -8 | -0.2 | 4 | 5 | 2
CC(C)NC(=O)N(C)C[C@H]1Oc2ncc(Br)cc2C(=O)N([C@H](C)CO)C[C@@H]1C | 13 | -5 | -0.2 | 3 | 0 | 8 | 0.4 | 2 | -2 | -4

Single entries from the list:
CC(C)(C)NC(=O)C12CC3CC(CC(Cl)(C3)C1)C2 in proKLK7 act: -1.2
C=C(C)CNC(=S)NNC(=O)CCn1c2ccccc2c2ccccc21 in ADAM10 inh: 2

Ordered by molar mass (smallest number first): 4 of the compounds above
SMILES | ARFGAP1 inh | ADAM10 inh | GAA850 FXN act | GC-B act | NPR1 activator | HGIII-sPLA2 inh | proKLK7 act | rCAG RNA binder | ASAP1 GAP inh | Tn6 DDE FP
CCOc1cc(/C=N/NC(=O)c2c(C)nc3ccc(Cl)cn23)ccc1O | -1 | -10 | -1.5 | -3 | -4 | -4 | -0.1 | 1 | 1 | 1
Cc1ccc(S(=O)(=O)NN2C(=O)/C(=C/c3cccnc3)SC2=S)cc1 | -31 | 1 | -1.0 | -2 | 0 | 0 | -0.3 | 24 | -11 | -3
FC(F)(F)c1cccc(NC(=S)NCC(c2cccnc2)N2CCOCC2)c1 (stereo not drawn) | 5 | -6 | 1.7 | -2 | 0 | 5 | 0.0 | -1 | 4 | -4
Cc1ccc(C(=O)NC2CCS(=O)(=O)C2)cc1S(=O)(=O)N1CCCCCC1 (stereo not drawn) | 3 | 4 | -0.1 | -1 | 1 | 2 | -0.3 | 1 | -2 | -2

The list continues.
SMILES | ARFGAP1 inh | ADAM10 inh | GAA850 FXN act | GC-B act | NPR1 activator | HGIII-sPLA2 inh | proKLK7 act | rCAG RNA binder | ASAP1 GAP inh | Tn6 DDE FP
C=C(C)c1cccc(C(C)(C)NC(=O)N2CCOCC2)c1 | -10 | 5 | 1.4 | 1 | 4 | 3 | 0.3 | -3 | 0 | 5
CCCSC1=N/C(=C\C=C\c2ccco2)C(=O)S1 | -17 | 5 | 1.2 | 2 | -19 | -7 | 0.8 | 76* | -12 | -4
N/C(=N\OC(=O)c1cc(Br)ccc1Cl)c1cccnc1 | -3 | -5 | 1.4 | 1 | 5 | 0 | -0.4 | -5 | 12 | -1
COc1ccc(NC(=S)N2CCN(S(=O)(=O)c3ccc(F)cc3)CC2)cc1 | 1 | -3 | -1.6 | 0 | 1 | 6 | 0.2 | 1 | -20 | 9
Cc1nc2cc(Oc3nc(NCCN(C)C)nc4ccsc34)ccc2s1 | 11 | -12 | -0.5 | 4 | -2 | -11 | 0.1 | 9 | 0 | 0
Nc1ccc(SCCN2C(=O)c3ccccc3C2=O)cc1 | -2 | 2 | -0.7 | -2 | 2 | 7 | 0.7 | 1 | -5 | 9
CCOc1cccc(NC(=O)C2CC(=O)N(c3ccc(F)cc3)C2)c1 (stereo not drawn) | 1 | 2 | 1.2 | 2 | 2 | -2 | -0.4 | 1 | -4 | 5
COc1ccc(NC(=O)c2noc3c2CCCCC3)cc1 | 13 | 3 | 5.5 | -5 | 1 | -1 | -0.2 | 1 | -1 | -4
Cc1cc(C)c2cc3c(N)c(C(=O)N4CCc5ccccc5C4)sc3nc2c1 | -7 | -288 | 3.3 | -1 | 0 | -7 | 7.7 | 14 | -9 | -2
COc1ccc(Cc2nc3ccc(C(=O)NCC4CCOCC4)cc3o2)cc1OC | 1 | -7 | 2.0 | 0 | 0 | 3 | -0.3 | -8 | 2 | 5

High-throughput results as filed in PubChem BioAssay.
